Bioassay records as filed in PubChem.
Rpn11 block – Rpn11 (PSMD14) deubiquitinase inhibitors, primary screen, biochemical, fluorescence polarization, uHTS | 26S proteasome non-ATPase regulatory subunit 14 (Homo sapiens), O00487 | human 26S proteasome, Ub4-pepOG fluorescence polarization; 20S core pre-blocked with epoxomicin | calls only at 20 µM | 360,000 compounds, 0.59% hits | AID 588493, 2011;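 active = inhibition at 20 µM, scaled to each plate's controls, above about 33%, limit read from the data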
Target sequence (O00487 whole entry, looked up): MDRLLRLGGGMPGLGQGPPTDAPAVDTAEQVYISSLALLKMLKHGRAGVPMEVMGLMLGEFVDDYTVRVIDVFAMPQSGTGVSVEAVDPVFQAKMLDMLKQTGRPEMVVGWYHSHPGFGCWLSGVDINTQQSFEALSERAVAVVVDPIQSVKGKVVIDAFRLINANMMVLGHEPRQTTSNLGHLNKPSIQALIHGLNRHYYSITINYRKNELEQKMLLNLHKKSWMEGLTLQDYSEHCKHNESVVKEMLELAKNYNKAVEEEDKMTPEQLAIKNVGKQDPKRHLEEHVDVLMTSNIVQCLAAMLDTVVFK
STEP inh – STEP phosphatase inhibitors, primary screen, biochemical, fluorescence intensity, uHTS. AID 588621, 2011. inhibition, % at 20 µM. 360,000 compounds, 0.25% hits. Tyrosine-protein phosphatase non-receptor type 5 (Homo sapiens), P54829. recombinant STEP, OMFP fluorogenic substrate;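 active = inhibition at 20 µM, scaled per plate between control wells, above about 37%, limit read from the data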;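 note: 0% = DMSO with enzyme and substrate and 100% = substrate only without enzyme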
Target sequence (P54829 whole entry, looked up): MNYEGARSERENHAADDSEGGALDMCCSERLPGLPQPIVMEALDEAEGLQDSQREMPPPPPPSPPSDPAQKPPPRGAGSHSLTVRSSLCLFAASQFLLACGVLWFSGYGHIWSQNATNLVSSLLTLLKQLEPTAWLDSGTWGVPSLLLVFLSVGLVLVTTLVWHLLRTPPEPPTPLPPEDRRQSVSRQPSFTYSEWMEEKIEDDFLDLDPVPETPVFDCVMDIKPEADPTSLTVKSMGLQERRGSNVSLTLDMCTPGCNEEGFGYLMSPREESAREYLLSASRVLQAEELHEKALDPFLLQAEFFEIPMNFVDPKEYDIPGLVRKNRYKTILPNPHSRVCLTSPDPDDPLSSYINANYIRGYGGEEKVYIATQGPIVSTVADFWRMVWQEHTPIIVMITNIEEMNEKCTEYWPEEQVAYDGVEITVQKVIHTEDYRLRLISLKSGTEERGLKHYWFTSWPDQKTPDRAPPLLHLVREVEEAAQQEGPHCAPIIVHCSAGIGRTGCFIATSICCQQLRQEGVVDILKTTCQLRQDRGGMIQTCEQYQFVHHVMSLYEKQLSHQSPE
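material = STEP tyrosine phosphatase | reagent = fluorogenic phosphatase substrate OMFP at 25 µM final | doses = single compound dose of 20 µM, 1% DMSO final | schedule = 20 min reaction, room temperature, in the dark | measured by = fluorescence, 480/540 nm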
Scp-1 inhibitor – Scp-1 phosphatase inhibitors, primary screen, biochemical, colorimetric, uHTS; Carboxy-terminal domain RNA polymerase II polypeptide A small phosphatase 1 (Homo …; Recombinant Scp1, phosphopeptide, malachite green phosphate absorbance; inhibition, % at 20 µM; 340,000 compounds, 0.88% hits; AID 493091, 2011;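 active = inhibition above about 50% at 20 µM, limit read from the data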;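 note: plate controls were DMSO wells with enzyme for no effect and wells lacking enzyme for full effect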
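Incubation: 45 min enzyme reaction at room temperature / System: truncated SCP-1 phosphatase (76-261aa) / Reagent: Phospho 17-mer peptide substrate / Buffer or medium: Acidic Tris acetate buffer with magnesium and detergent / Signal: absorbance at 630 nm / Doses: one concentration, 20 µM, with 1.0% DMSO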
DNMT1 block – human DNMT1 methyltransferase inhibitors, primary screen, biochemical, molecular beacon, fluorescence, HinP1I cleavage, uHTS. DNA (cytosine-5)-methyltransferase 1 (Homo sapiens), P26358. inhibition (reported as % activation of signal), % at 10 µM. 360,000 compounds, 0.83% hits; in the data active = inhibition above about 50%
LMPTP inh – LMPTP phosphatase inhibitors, primary screen, biochemical, fluorescence intensity, uHTS | Low molecular weight phosphotyrosine protein phosphatase (Homo sapiens), P24666 | recombinant LMPTP-A, OMFP fluorogenic substrate | inhibition, % at 20 µM | 360,000 compounds, 0.22% hits | AID 651560, 2012;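 active = compounds that cut the enzyme signal by at least half of the control window in the single-dose screen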;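 note: plate controls were DMSO wells with enzyme plus substrate for no effect and substrate without enzyme for full effect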
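Material: LMPTP-A; amount: 0.625 nM enzyme; doses: single 20 µM dose; times: reaction 50 min, room temperature, dark; technique: fluorescence intensity of OMFP turnover product; benchmarks: no-enzyme and uninhibited controls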
TbMetRS inhib – T. brucei MetRS inhibitors, primary screen, biochemical, luminescence; methionyl-tRNA synthetase (Trypanosoma brucei brucei); purified T. brucei MetRS, ATP depletion, Kinase-Glo luminescence; inhibition, % at 11.9 µM; 360,000 compounds, 0.4% hits; AID 624268, 2012;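 active = inhibition above a per-plate cutoff of the control wells' mean inhibition plus 3 SD, cut at about 5.5% in these data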;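 note: 0% = DMSO wells median and 100% = median of wells with control inhibitor compound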
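Material: T. brucei methionyl-tRNA synthetase, purified; reagent: substrates ATP, L-methionine and bulk Escherichia coli tRNA; dosing: 11.9 µM single point; timing: 15 min plus 2 h at 25 °C; detection: luminescence of leftover ATP; evaluation: % inhibition; control set: DMSO-only wells as low control; replicates: singlicate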
NadD inh – inhibitors of S. aureus NadD, primary screen, biochemical, colorimetric, uHTS; 360,000 compounds, 0.78% hits; AID 602399, 2012; inhibition, % at 20 µM; purified NadD enzyme, colorimetric absorbance read-out; in the data active = inhibition above about 26%; note: some compounds past the cut are filed as inactive
PABP1 MLLE inh – inhibitors of PABP1 MLLE–PAM2 peptide binding, primary screen, biochemical, fluorescence polarization, FITC-PAM2, GST-MLLE | Polyadenylate-binding protein 1 (Homo sapiens), P11940 | inhibition, % at 20 µM | 360,000 compounds, 0.36% hits; in the data active = inhibition above about 35%, passing the limit was not always enough;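 note: plate controls were DMSO wells with GST-MLLE for no effect and wells lacking GST-MLLE protein for full effect; some results filed as inactive read as strong as hits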
CSN deneddyl inh – inhibitors of CSN-mediated cullin deneddylation, primary screen, biochemical, fluorescence polarization, uHTS. 360,000 compounds, 0.38% hits. Purified CSN, SCF-Nedd8-OG deneddylation. inhibition, % at 12.5 µM;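 active = pattern-corrected inhibition above about 35%, with an unprinted fluorescence ratio check between 0.5 and 1.5, limit read from the data, passing the limit was not always enough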;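 note: 0% = enzyme with substrate and 100% = substrate without enzyme; some results filed as inactive read as strong as hits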
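assay system = purified human Csn5 enzyme expressed in HEK293T cells | amount = 0.24 nM enzyme | buffer or medium = Tris/NaCl/DTT buffer, pH 7.5 | reagent = 10 nM SCFSkp2-Nedd8OG | compound = one concentration, 12.5 µM, 0.25% DMSO | times = 90 min reaction at room temperature | signal = FP | read-out basis = % inhibition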
SUMO1-SIM PPI – modulators of SUMO1 protein-protein interactions, primary screen, biochemical, uHTS; Small ubiquitin-related modifier 1 (Homo sapiens), P63165; SUMO1 binding to a labelled peptide, TR-FRET, 1 h; inhibition, % at 20 µM; 360,000 compounds, 0.33% hits; AID 602429, 2012; in the data active = inhibition above about 37%
Target sequence (P63165 whole entry, looked up): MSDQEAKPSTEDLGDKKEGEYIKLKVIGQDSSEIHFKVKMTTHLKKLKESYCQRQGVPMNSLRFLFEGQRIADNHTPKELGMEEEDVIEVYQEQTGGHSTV
* hit, by the source's call; i = inactive; x = not tested or not shown; + = active, no number.

SMILES	Rpn11 block	STEP inh	Scp-1 inhibitor	DNMT1 block	LMPTP inh	TbMetRS inhib	NadD inh	PABP1 MLLE inh	CSN deneddyl inh	SUMO1-SIM PPI
O=c1c(-c2ccc(Br)cc2)coc2c(CN3CCOCC3)c(O)ccc12	i	2	0	-3	-1.6	-0.2	-10	24	-1	0
Cc1ccc(/C=N/n2c(C)cc(C)c(C#N)c2=O)o1	i	-3	-7	36	-0.7	-0.5	-1	-5	-1	2
Cc1cc(O)c(/C=N/Nc2ccc(F)cc2)c(=O)o1	i	1	-4	1	5.3	-1.5	-1	3	-8	4
CCN1CCCC1CNC(=O)c1ccc(CS(=O)(=O)c2ccccc2C)o1 (stereo not given)	i	1	-2	0	-0.5	-0.5	-4	-12	-1	1
O=C1CCCN1c1ccc(S(=O)(=O)Nc2cccnc2)cc1	i	0	-5	1	0.0	-0.1	-3	-3	-1	0
Cc1c(Cl)cccc1NC(=S)NC1CCCC1	i	-3	-10	2	-0.8	0.2	-6	1	-1	11
CCOC(=O)c1c(NC(=O)CSc2nnc(-c3ccccc3)n2CC)sc(C(C)=O)c1C	i	7	3	0	1.7	-0.2	-3	-10	-1	-17
Cc1cccc(-n2c(SCC(=O)Nc3nnc(C)s3)nnc2-c2ccoc2C)c1	i	-10	-5	5	-0.2	-0.6	1	-4	6	-2
CCN(CC(=O)NCc1ccc(F)cc1)C(=O)c1ccc(C(=O)c2ccccc2)cc1	i	-2	-5	1	-1.3	0.5	-4	-4	-5	0
CN1CCCC1CCNc1ccc2c(=O)c3ccccc3oc2c1 (stereo not given)	i	6	4	17	2.6	-0.3	-4	-21	-3	-2
COc1ccc(C(=O)NCc2nnc(SCC(=O)N3CCc4ccccc43)n2Cc2ccccc2)cc1	i	0	5	-5	0.2	-0.3	3	-3	1	0
NS(=O)(=O)c1ccc(NC(=O)c2ccc(S(=O)(=O)N3CCCCCC3)cc2)cc1	i	0	-18	0	0.3	-0.1	-2	-7	1	4
CCCCC[C@H](O)/C=C/C1C(=O)C=C[C@H]1C/C=C\CCCC(=O)OC (stereo not given in full)	i	6	-4	2	0.2	0.5	-2	-4	14	11
COc1ccc(C(C(=O)NCC2CCCO2)N(C(=O)CNC(=O)c2cccs2)c2ccccc2)cc1OC (stereo not given)	i	0	-5	-2	-0.6	-0.5	4	15	-20	-2
COCCOC(=O)c1c(C)oc2ccc(OC(=O)c3ccc4c(c3)OCO4)cc12	i	1	-12	-4	1.6	-1.1	-4	26	2	-1
COc1ccc(/C=N/NC(=O)c2ccc(Cl)cc2)cc1COC(C)=O	i	2	3	6	2.5	-0.7	-2	-12	-3	-2
COc1ccc(S(=O)(=O)NC(=O)C2(C)CCN2C(=O)COc2ccc(Cl)cc2)cc1 (stereo not given)	i	2	x	3	-1.4	-0.1	-11	1	1	3
NNc1cc([N+](=O)[O-])cc2c1C(=O)N(Cc1ccccc1)S2=O (stereo not given)	i	0	13	9	0.0	1.7	17	13	0	11
Cc1ccc2nccc(C(=O)N3CCCC(Nc4ccc(C)c(C)c4)C3)c2c1 (stereo not given)	i	1	-11	-4	0.8	-0.3	0	-4	-4	-2
CCCCN(C(=O)C1CC(=O)N(CCc2ccc(OC)c(OC)c2)C1)c1c(N)n(CCCC)c(=O)[nH]c1=O (stereo not given)	i	-1	3	-3	-0.5	-0.8	4	-57	1	-1
COc1ccc2nc(N3C(=O)/C(=C/c4ccc(Cl)cc4)NC3=S)sc2c1	+	11	1	100*	27	0.1	28	-99	18	29
Cc1cc(C)c(C)c(S(=O)(=O)N2CCC(C(=O)NCCCN3CCOCC3)CC2)c1C	i	0	-5	1	-1.9	-0.2	1	13	-2	1
Cc1ccc(SCCNC(=O)C(C)C)cc1	i	1	-8	1	-0.8	-0.6	-5	-6	0	0
CCOC(=O)Cc1csc(NC(=O)CSc2ccc(Br)cc2)n1	i	-1	-7	-2	1.2	0.6	-6	3	-6	1
COc1cc(C2/C(=C(\O)c3cc(C)ccc3C)C(=O)C(=O)N2CCN(C)C)ccc1O (stereo not given)	i	-2	1	-2	-2.4	-0.1	2	-9	3	2
COC(=O)c1ccc(CSc2nc3sc4c(c3c(=O)n2C)CCCC4)o1	i	2	-15	-6	3.5	0.2	-6	-38	6	6
CC(C)C(NC(=O)c1ccccc1)C(=O)OCn1nnc2ccccc2c1=O (stereo not given)	i	0	3	1	-1.1	-0.2	1	-9	-2	-4
O=C(CN1C(=O)/C(=C2\SC(=S)N(C3CCS(=O)(=O)C3)C2=O)c2ccccc21)Nc1ccc(F)cc1 (stereo not given)	i	8	-2	-7	0.6	2.6	0	32	2	7
CCOC(=O)C(C)On1c(-n2nc(C)cc2C)nc2ccccc2c1=O (stereo not given)	i	2	-7	0	-0.5	-0.9	-1	17	3	1
CC(=O)c1cc2c(cc1NC(=O)c1ccc(-n3nc(C)cc3C)cc1)OCO2	i	1	0	23	-0.5	-0.7	-8	-2	-1	-18
O=C(Nc1ccc(F)cc1)N(CCCN1CCOCC1)Cc1cc2cc3c(cc2[nH]c1=O)OCO3	i	1	1	-1	1.1	0.8	4	6	-1	2
CC(C)(C)c1ccc(C(=O)NCC(=O)OCN2C(=O)c3ccccc3C2=O)cc1	i	1	-4	13	1.1	-0.1	-4	-2	-1	-6
S=C(NCc1ccccc1)N1CCN(Cc2ccc3c(c2)OCO3)CC1	i	1	3	3	-1.2	-2.1	-1	-127	5	0
CC1=CC2(C)NC(=O)C(C)C12 (stereo not given)	i	-4	x	1	-0.2	-0.2	-1	-9	-4	-1
O=S(=O)(c1ccc(F)c(F)c1)N1CCN(c2ncccn2)CC1	i	1	-7	-6	-1.4	-0.7	-6	-5	6	4
COc1ccccc1CNC(=O)c1ccc(OCC2CCCO2)cc1 (stereo not given)	i	2	-1	1	-0.8	0.8	4	6	0	0
CCCCNCc1cc2ccccc2o1	i	-1	1	1	4.2	-0.7	-5	-2	1	1
COC(=O)c1cc(NS(=O)(=O)c2ccc(NCc3cccnc3)c([N+](=O)[O-])c2)cc(C(=O)OC)c1	i	3	-8	1	2.0	-1.2	8	-5	0	-16
CCOC(=O)COc1coc(CN2CCN(c3cccc(Cl)c3)CC2)cc1=O	i	-2	0	3	-0.6	0.1	-4	-6	2	3
COc1ccc(S(=O)(=O)NC(C(=O)NCCc2ccccn2)C(C)C)cc1 (stereo not given)	i	2	-3	-1	-3.2	1.4	-1	-6	-7	0

No new results follow: entries from further up.
SMILES	Rpn11 block	STEP inh	Scp-1 inhibitor	DNMT1 block	LMPTP inh	TbMetRS inhib	NadD inh	PABP1 MLLE inh	CSN deneddyl inh	SUMO1-SIM PPI
O=C(Nc1ccc(F)cc1)N(CCCN1CCOCC1)Cc1cc2cc3c(cc2[nH]c1=O)OCO3	i	1	1	-1	1.1	0.8	4	6	-1	2
CC(C)(C)c1ccc(C(=O)NCC(=O)OCN2C(=O)c3ccccc3C2=O)cc1	i	1	-4	13	1.1	-0.1	-4	-2	-1	-6

Other entries follow:
SMILES	Rpn11 block	STEP inh	Scp-1 inhibitor	DNMT1 block	LMPTP inh	TbMetRS inhib	NadD inh	PABP1 MLLE inh	CSN deneddyl inh	SUMO1-SIM PPI
O=C(Nc1ccccc1OC(F)F)c1cccc(S(=O)(=O)N2CCCC2)c1	i	0	-12	2	-2.0	-0.5	-9	1	1	1
COc1ccc(/C=C(/C(=O)c2ccc(Cl)cc2Cl)n2cncn2)cc1	i	-2	4	1	-0.5	-0.8	-2	-3	4	-6
Nc1ccc(C(=O)OCCc2ccccc2)cc1	i	-2	-9	2	-0.4	-0.2	-1	22	5	-1
COc1ccccc1C(=O)NCCC(=O)Nc1ccc(S(=O)(=O)Nc2ncccn2)cc1	i	1	-7	0	-1.3	-0.1	-1	0	0	3

At a glance, part of the list above.
SMILES	Rpn11 block	STEP inh	Scp-1 inhibitor	DNMT1 block	LMPTP inh	TbMetRS inhib	NadD inh	PABP1 MLLE inh	CSN deneddyl inh	SUMO1-SIM PPI
S=C(NCc1ccccc1)N1CCN(Cc2ccc3c(c2)OCO3)CC1	i	1	3	3	-1.2	-2.1	-1	-127	5	0
CC1=CC2(C)NC(=O)C(C)C12 (stereo not given)	i	-4	x	1	-0.2	-0.2	-1	-9	-4	-1
O=S(=O)(c1ccc(F)c(F)c1)N1CCN(c2ncccn2)CC1	i	1	-7	-6	-1.4	-0.7	-6	-5	6	4
COc1ccccc1CNC(=O)c1ccc(OCC2CCCO2)cc1 (stereo not given)	i	2	-1	1	-0.8	0.8	4	6	0	0
CCCCNCc1cc2ccccc2o1	i	-1	1	1	4.2	-0.7	-5	-2	1	1
COC(=O)c1cc(NS(=O)(=O)c2ccc(NCc3cccnc3)c([N+](=O)[O-])c2)cc(C(=O)OC)c1	i	3	-8	1	2.0	-1.2	8	-5	0	-16
CCOC(=O)COc1coc(CN2CCN(c3cccc(Cl)c3)CC2)cc1=O	i	-2	0	3	-0.6	0.1	-4	-6	2	3
COc1ccc(S(=O)(=O)NC(C(=O)NCCc2ccccn2)C(C)C)cc1 (stereo not given)	i	2	-3	-1	-3.2	1.4	-1	-6	-7	0
O=C(Nc1ccccc1OC(F)F)c1cccc(S(=O)(=O)N2CCCC2)c1	i	0	-12	2	-2.0	-0.5	-9	1	1	1
